Screening data deposited in PubChem BioAssay by several laboratories.
MazEF act = activators of E. coli MazEF toxin-antitoxin RNase; FAM/BHQ RNA-DNA oligo cleavage fluorescence, 5 h; activation, % at 20 µM; 350,000 tested, 0.32% active; in the data active = activation above about 50%
Target sequence (P0AE70 whole entry, looked up): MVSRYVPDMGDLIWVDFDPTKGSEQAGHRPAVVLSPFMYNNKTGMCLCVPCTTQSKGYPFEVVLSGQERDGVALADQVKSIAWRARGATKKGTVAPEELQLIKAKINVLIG
Vc quorum ag = inducers of Vibrio cholerae quorum light production without autoinducers | activation, % at 18.7 µM | 350,000 tested, 0.16% active | V. cholerae BH1578 lux reporter, luminescence, 6 h; in the data active = activation mostly above about 9.7%, no sharp cut-off; note: not every result past the cut was called active; inactives centre near 0; reference of the scale not given here
Rv3671c inh = inhibits the M. tuberculosis serine protease Rv3671c. inhibition, % at 5.96 µM. P9WHR9. 320,000 tested, 0.048% active. AID 2606; in the data active = inhibition above about 38%;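 note: extracellular domain of Rv3671c used as enzyme; 0% = enzyme with DMSO and 100% = no enzyme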
DUSP3 inh = blocks human VHR1 dual specificity phosphatase. P51452. AID 1654. inhibition, % at 13.3 µM. 290,000 tested, 0.52% active. recombinant VHR phosphatase, pNPP absorbance; in the data active = inhibition above about 50%; note: some compounds called inactive have numbers as strong as hits
Target sequence (P51452 whole entry, looked up): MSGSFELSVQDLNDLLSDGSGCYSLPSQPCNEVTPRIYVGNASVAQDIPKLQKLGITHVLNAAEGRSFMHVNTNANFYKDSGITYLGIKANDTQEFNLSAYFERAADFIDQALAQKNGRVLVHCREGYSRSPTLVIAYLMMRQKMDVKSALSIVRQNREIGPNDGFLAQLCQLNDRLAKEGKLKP
Y pestis TopoI = Y. pestis Topo-I inhibition via cleavage products; 360,000 tested, 0.064% active; Y. pestis Topo-I cleavage product accumulation, plate reader; activity, % at 10 µM; in the data active = activity above about 50%, passing the limit was not always enough; note: inactives centre near 2
SSB-PriA inh = blocks PriA binding to SSB C-terminal tail; AlphaScreen SSBct-PriA binding, biotinylated peptide; inhibition, % at 33 µM; 430,000 tested, 0.6% active; in the data active = inhibition mostly above about 37%, no sharp cut-off; inactive = mostly below about 20%;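 note: plate controls were negative control peptide for no effect and reference peptide for full effect; strong numbers were not always called active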
3CLpro inhibitor = SARS-CoV 3CLpro protease inhibition; 290,000 tested, 0.14% active; recombinant SARS-CoV 3CLpro, quenched FRET peptide cleavage; inhibition, % at 6 µM; P0C6X7; AID 1706; in the data active = inhibition above about 12%
PfHsp40 rescue = restores yeast growth despite PfHsp40 toxicity; S. cerevisiae expressing PfHsp40, growth rescue, ATP luminescence; growth rescue, % at 12.5 µM; 340,000 tested, 0.68% active; AID 504582; in the data active = growth rescue above about 28%, passing the limit was not always enough;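 note: yeast W303a lacking pdr1 and pdr3 grown in galactose medium; growth measured after three days at 30 °C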
TcdB GH inh = TcdB glycohydrolase inhibition; P18177; TcdB glycohydrolase enzymatic assay, plate reader; inhibition, % at 9.99 µM; 350,000 tested, 0.24% active; AID 652162; in the data active = inhibition above about 10%
Anthrax LF prot = inhibitors of Bacillus anthracis lethal factor protease | P15917 | multiplex microsphere protease cleavage assay, LF | inhibition, % at 10 µM | 360,000 tested, 0.12% active | AID 588501; in the data active = inhibition above about 30%; note: plate controls were buffer without enzyme for full effect and enzyme alone for no effect
Target sequence (P15917 whole entry, looked up): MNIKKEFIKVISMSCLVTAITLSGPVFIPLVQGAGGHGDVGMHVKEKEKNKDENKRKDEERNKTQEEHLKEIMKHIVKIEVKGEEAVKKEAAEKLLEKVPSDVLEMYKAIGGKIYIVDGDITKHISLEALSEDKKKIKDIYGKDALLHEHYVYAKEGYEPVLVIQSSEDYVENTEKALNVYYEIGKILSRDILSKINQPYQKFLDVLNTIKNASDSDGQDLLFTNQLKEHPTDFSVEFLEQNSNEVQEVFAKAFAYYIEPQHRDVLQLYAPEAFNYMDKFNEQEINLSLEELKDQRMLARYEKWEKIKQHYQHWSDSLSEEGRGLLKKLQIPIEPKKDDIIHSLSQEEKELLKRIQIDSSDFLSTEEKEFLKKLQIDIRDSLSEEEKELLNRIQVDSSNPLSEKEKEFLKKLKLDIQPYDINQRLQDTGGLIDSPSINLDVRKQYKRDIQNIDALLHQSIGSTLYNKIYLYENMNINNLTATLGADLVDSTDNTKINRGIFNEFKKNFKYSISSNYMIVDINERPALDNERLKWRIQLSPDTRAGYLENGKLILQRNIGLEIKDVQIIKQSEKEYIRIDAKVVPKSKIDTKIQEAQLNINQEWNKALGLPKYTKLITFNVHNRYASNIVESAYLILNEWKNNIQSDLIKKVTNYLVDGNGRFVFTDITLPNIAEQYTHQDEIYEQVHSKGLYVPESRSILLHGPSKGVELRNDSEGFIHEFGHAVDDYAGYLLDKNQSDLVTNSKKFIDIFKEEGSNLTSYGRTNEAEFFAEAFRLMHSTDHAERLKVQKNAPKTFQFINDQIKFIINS
* marks the source's active call; other numbers are inactive results; i = inactive; . = not tested or not shown; & = joins results of further samples. Some of the compounds tested; the hit share may differ from the screen's.

Start of the listing, in advance (four entries):
SMILES	MazEF act	Vc quorum ag	Rv3671c inh	DUSP3 inh	Y pestis TopoI	SSB-PriA inh	3CLpro inhibitor	PfHsp40 rescue	TcdB GH inh	Anthrax LF prot
CCOC(=O)C1=C(C)NC(C)=C(C(=O)OCC)C1c1cc2ccc(C)cc2[nH]c1=O	-2	i	5	19	14	10	-1	0.0	.	2
Fc1ccc2cc(-c3ccccc3)ncc2c1	-2	i	1	.	-2	-9	.	-1.0	0.6	2
CC1CCC2(CC1)NC(=O)N(CC(=O)NCc1cccs1)C2=O (stereo unspecified)	-2	-0.3	0	8	4	0&-7	0	1.9	1.0	1
COc1ccc(NC(=O)Cn2nnc(C(=O)NCCc3ccccc3)c2N)cc1	2	i	-11	-11	-3	-19	-2	0.5	1.0	-1

The listing, from the first entry:
SMILES	MazEF act	Vc quorum ag	Rv3671c inh	DUSP3 inh	Y pestis TopoI	SSB-PriA inh	3CLpro inhibitor	PfHsp40 rescue	TcdB GH inh	Anthrax LF prot
CCOC(=O)C1=C(C)NC(C)=C(C(=O)OCC)C1c1cc2ccc(C)cc2[nH]c1=O	-2	i	5	19	14	10	-1	0.0	.	2
Fc1ccc2cc(-c3ccccc3)ncc2c1	-2	i	1	.	-2	-9	.	-1.0	0.6	2
CC1CCC2(CC1)NC(=O)N(CC(=O)NCc1cccs1)C2=O (stereo unspecified)	-2	-0.3	0	8	4	0&-7	0	1.9	1.0	1
COc1ccc(NC(=O)Cn2nnc(C(=O)NCCc3ccccc3)c2N)cc1	2	i	-11	-11	-3	-19	-2	0.5	1.0	-1
COc1ccc(CCN2CC(C(=O)NCCc3ccc(F)cc3)CCC2=O)cc1 (stereo unspecified)	2	i	0	-31	7	-2	0	-0.1	2.2	0
COc1cccc(NC(=O)CN(C)C(C)C(=O)Nc2ccc(C(C)=O)cc2)c1 (stereo unspecified)	3	-0.3	-4	24	7	-8	5	-0.2	0.7	-4
CCCCCCn1nc(C(=O)N(CCCC)c2c(N)n(CCC)c(=O)[nH]c2=O)c2ccccc2c1=O	-11	-1.1	1	.	4	-11	.	0.6	0.8	-5
COc1ccc(CNC(=O)N2CCN(S(=O)(=O)c3ccccc3)CC2)cc1	-20	0.0	-12	22	-10	-14	7	0.3	-0.2	14
CCCCCCOC(=O)c1ccccc1N	6	2.1	-9	10	0	-64	6	2.1	.	-4
CCN1CCN(CC(=O)Nc2cc3c(cc2C(C)=O)OCO3)CC1	1	0.3	0	16	-4	-7	-2	-0.4	0.8	-5
CN1CCN(C(c2cccc(C(F)(F)F)c2)c2nnnn2Cc2ccccc2)CC1 (stereo unspecified)	0	i	-6	45	-11	-2	1	1.3	.	3
COc1ccc(CNC2CCCC2)c(OC)c1OC	8	-1.4	-10	19	4	-14	3	0.9	2.5	1
CCC(=O)Nc1cc(-c2nn(C)c(=O)c3ccccc23)ccc1N1CCCCC1	2	-7.9	-5	25	16	-9	-6	-0.8	.	-2
CC(=O)Nc1ccc(S(=O)(=O)NCC(=O)OCC(=O)c2cc(C)n(-c3ccc4c(c3)OCO4)c2C)cc1	-1	i	6	0	-4	4	-2	2.3	.	-1
Cc1cc(C)c(C(O)c2ncc(-c3cccc(F)c3)[nH]2)c(C)c1 (stereo unspecified)	.	-0.9	.	.	-1	.	.	.	-7.1	-2
Cn1c(N)c(C(=O)c2ccc(C#N)cc2)c(=O)n(C)c1=O	2	-0.3	4	15	-7	-15	0	-0.1	.	0
CCCCn1c(N)c(N(CCOC)C(=O)C2CC(=O)N(c3ccc(CC)cc3)C2)c(=O)[nH]c1=O (stereo unspecified)	5	-4.3	-1	.	5	-10	.	0.2	0.9	2
COCC(=O)NCCSc1c(C)[nH]c2ccccc12	9	-0.1	0	7	5	3&-5	-2	-1.9	5.5	-10
Cc1cc([N+](=O)[O-])nn1CC(=O)NCCCN1CCOCC1	5	-0.4	3	-3	-2	8	4	-1.5	-0.9	-3
O=C(NCC(c1ccco1)N1CCc2ccccc21)C(=O)Nc1ccc(F)cc1F (stereo unspecified)	-11	-0.1	3	.	-1	-4	.	-0.4	-1.3	-1
O=C(NCCc1cn2ccccc2n1)c1cc(COc2c(F)cccc2F)on1	24	-0.2	5	30	17	-3	-2	2.6	0.8	-4
COc1ccccc1CNC(=O)c1[nH]c(C)c(C(C)=O)c1C	7	-0.1	-6	-38	6	-14	8	1.0	-0.5	6
Cc1cccc(/C=C2\Oc3cc(OS(C)(=O)=O)ccc3C2=O)c1	-9	-3.4	-11	-8	1	9	0	0.9	0.5	-2
Cc1c(NC(=O)CSc2ccccc2C(=O)Nc2cccnc2)c(=O)n(-c2ccccc2)n1C	-1	-1.0	-8	23	-8	-13	3	-0.3	.	-1
COC(=O)C1=C(C)N(C)C(=S)NC1c1ccc(OC)cc1OC (stereo unspecified)	3	1.1	9	-2	-6	3	2	1.2	0.9	-1
N#C/C(=C\c1ccc(O)c([N+](=O)[O-])c1)c1nc2ccccc2s1	5	i	.	2	-18	29	0	2.6	-0.9	0
O=[N+]([O-])c1ccccc1/C=C/CN1CCCCC1CO (stereo unspecified)	0	1.9	.	1	12	-10	8	-0.5	0.8	1
C=CCn1c(O)c(Cc2ccc(OCC)cc2)c(=O)[nH]c1=O	1	-1.2	.	48	8	7	2	-1.5	0.6	-1
COc1ccc(C(=O)Nc2c(-c3ccccc3)nc3ccccn23)c(OC)c1	-1	i	0	18	10	-1	4	0.2	1.7	15
Cc1ccc(S(=O)(=O)c2cc(Nc3ccccc3)ccc2O)cc1	-4	i	-6	.	7	-4	.	8.2	1.0	-8
C=CC[C@H](CC(=O)NCCO)C(=O)N[C@H](C)COC(=O)[C@@H](CC=C)Cc1ccc(F)cc1	0	0.4	4	.	-15	-15	.	-0.4	0.2	5
CC(C)CN(C(=O)CN(C)C(=O)c1ccco1)c1c(N)n(CC(C)C)c(=O)[nH]c1=O	6	-0.7	-3	.	5	3	.	.	0.6	-3
COC(=O)c1ccccc1NC(=O)C1(S(=O)(=O)c2ccc(Cl)cc2)CC1	1	-0.4	-5	14	30	-3	0	3.7	1.0	0
CCn1cc(C(=O)N[C@@H](CCSC)C(=O)NCCOC)c(=O)c2cc3c(cc21)OCO3	4	i	-2	9	1	7	4	-0.7	1.0	5
O=C(Cc1c(F)cccc1Cl)NNC(=O)c1ccccc1Cl	1	10	-2	.	4	-11	.	-0.9	0.8	.
CCCN(CCC)CCNS(=O)(=O)c1ccc2c(c1)CCN2C(=O)C1CCC1	13	i	4	-27	4	-8	-4	0.3	.	-4
COc1cc(C(=O)Nc2ccc3nc4n(c(=O)c3c2)CCCC4)ccc1Br	-1	-1.5	-3	2	19	-6	2	1.5	1.2	-1
CSc1nc2nc3c(cc2c(=O)n1-c1ccccc1C)COC(C)(C)C3	-12	-3.7	4	25	0	-1	1	0.0	2.3	-6
COc1ccccc1C(=O)NNC(=O)C12CC3CC(CC(C3)C1)C2	4	-0.4	-15	12	7	-5	0	-0.8	1.3	1
CC(C)C(NS(=O)(=O)c1cccs1)C(=O)N1CCC(C(N)=O)CC1 (stereo unspecified)	8	i	3	.	-1	-4	.	-1.3	0.4	-2
CC(Sc1ccccc1)C(=O)Nc1ccc(S(=O)(=O)N2CCOCC2)cc1 (stereo unspecified)	-21	i	3	-12	3	-9	-6	-0.2	.	-2
CC(C)[C@H](NC(=O)Nc1ccccc1F)C(=O)O	-1	0.8	7	4	-3	-10	0	-0.5	.	-4
CC(=O)N1CC(C)Sc2ccc(S(=O)(=O)NCCc3ccccc3)cc21 (stereo unspecified)	3	i	5	-10	29	2	-1	-0.3	1.7	-1
Cc1ccc(CSC2=NCCN2C(=O)C(C)Oc2ccccc2)cc1 (stereo unspecified)	-5	i	2	23	-4	3	-2	1.6	0.4	-3
COc1ccc(OC)c(-c2csc(N(CC3CCCO3)C(=O)Cc3ccccc3)n2)c1 (stereo unspecified)	2	-0.3	-3	21	5	-14	1	2.5	2.2	-7
CC1SC2(CN3CCC2CC3)NC1=O (stereo unspecified)	5	-0.8	7	1	-3	0	-3	0.5	.	1
CCOC(=O)/C(C#N)=C/Nc1cc(C(=O)OCC)cc2c(OC)c(OC)ccc12	-19	i	.	0	-4	.	0	1.5	-0.4	19
O=C(Nc1ccc(O)c2c(=O)cc(-c3ccccc3Cl)oc12)c1ccc(Cl)c(Cl)c1	-4	i	-6	18	9	-8	.	-0.4	1.3	-3
C[C@]12c3[nH]c4ccccc4c3CCN1C(=O)C(CC(=O)NCCc1ccccn1)C[C@@H]2C(=O)N1CCCCC1 (stereo partly specified)	1	2.0	1	.	14	2	.	-1.3	0.4	-2
COc1ccc(-c2ccc3c(c2)S(=O)(=O)c2cccc(C(=O)O)c2C3=O)cc1OC	8	0.4	1	.	7	-22	.	0.2	-0.3	6
CC(C)CC(=O)NCc1ccc(F)cc1	0	-0.3	4	-2	-2	-6	-2	0.2	.	-3
Cc1sc2ncnc(N(C)C3CCCCC3)c2c1C	4	-0.1	-1	-8	33	-4	9	0.6	0.1	8
Cc1cc(-c2[nH]nc3c2C(c2cccc(O)c2)C(C#N)=C(N)O3)c(C)s1 (stereo unspecified)	-9	-0.3	1	-4	1	3	3	-0.4	.	-3
CCN(CC)CCC(c1ccc(N(C)C)cc1)c1c(O)cc(OC)cc1OC (stereo unspecified)	7	-0.3	3	0	-3	37	.	-0.6	.	-4
CN(c1ccc(C(=O)Nc2cccnc2)cc1)S(=O)(=O)c1ccccc1	3	-0.3	-9	5	-10	7	0	0.8	1.2	0
CCOc1cc(C(=O)NCC(=O)N2CCC3(CC2)NCCc2[nH]cnc23)cc(OCC)c1OCC	2	-0.2	11	23	4	0	0	0.3	1.1	0
CSc1ccccc1C(=O)N1CCOCC1	0	2.0	-7	3	2	0	-1	-0.5	.	-7
CCOc1cc(CN2CCCC(CNC(=O)c3ccc(F)cc3)C2)ccc1OC (stereo unspecified)	10	-3.6	-1	19	-4	-18	-2	-1.1	1.3	-11
CN(C)c1ccc(NC(=O)CN2CCC(N3CCCCC3)CC2)cc1	-12	i	5	14	-5	-9	-2	-0.1	.	-2
COc1ccc(S(=O)(=O)N2CCC(C(=O)N3CCOCC3)CC2)cc1	-2	.	6	9	9	-5	0	-0.8	.	1
Next section.
SMILES	MazEF act	Vc quorum ag	Rv3671c inh	DUSP3 inh	Y pestis TopoI	SSB-PriA inh	3CLpro inhibitor	PfHsp40 rescue	TcdB GH inh	Anthrax LF prot
COC(=O)Cc1ccc(NC(=S)NNC(=O)C2CC2)cc1	13	-0.5	-5	-8	4	-10	2	-1.1	1.0	-4
CCc1ccc(NC(=O)CC2C(=O)NCCN2C(=O)c2ccc(F)cc2)cc1 (stereo unspecified)	-17	-0.7	-1	-2	-4	-4	-2	0.9	1.6	-4
O=C1CCN(Cc2ccc(O)cc2)CCN1[C@H](CO)c1ccccc1	5	-0.9	-5	13	16	-2	-2	-2.2	-4.2	-1
CCCn1c(C(C)NC(C)=O)nc2ccccc21 (stereo unspecified)	-3	-0.4	3	2	-1	-9	7	0.2	-0.2	0
CC(Oc1ccc(Br)cc1)C(=O)N1CCN(c2ccccn2)CC1 (stereo unspecified)	-5	i	.	13	18	-6	0	1.3	0.7	-3
O=C(NCCc1csc(-c2ccccc2)n1)c1ccc(Br)o1	-2	-0.2	6	2	33	-11	-3	0.5	1.5	-3
CCN(C(=O)c1cc2c(s1)-c1ccccc1OC2)c1cc(OC)ccc1OC	7	-0.4	-22	29	36	1	2	14	1.2	-9
Cc1ccccc1-c1nc(CS(=O)(=O)CC(=O)NCCCN2CCN(C)CC2)c(C)o1	2	-0.6	-6	43	-6	-14	-5	-0.7	0.5	-1
COc1ccc(NS(=O)(=O)c2cc3c(cc2C)N(C(C)=O)CCO3)cc1OC	11	1.9	-6	-2	-2	-13	1	-1.6	1.5	-2
C[C@H](NC(=O)c1[nH]cnc1C(=O)Nc1ccccc1)C(=O)OC(C)(C)C	6	i	8	19	6	0	.	0.7	1.5	-12
O=C(c1c[nH]c2ccc(S(=O)(=O)N3CCOCC3)cc2c1=O)N1CCN(c2ccccn2)CC1	-1	4.2	.	17	3	-12	2	0.6	.	0
